Bioassay records as filed in PubChem.
NS5 inhibitors = Dengue-2 NS5 methyltransferase inhibitors, primary screen, biochemical, confirmation dose response (AID 588689); Dengue-2 NS5 methyltransferase capping enzyme assay, biochemical; higher % means a stronger effect; inhibition, % at 25 µM; hits with a dose series show IC50 in µM; 340,000 tested, 0.3% active; in the data active = a potency from the dose series
Active calls of the source: *. A portion of the library; count on the stated rates, not on these rows.

Start of the listing, in advance (two entries):
SMILES	NS5 inhibitors
C[C@@H]1CCCCO[C@H](CN(C)C(=O)Cc2ccccc2)[C@H](C)CN([C@@H](C)CO)C(=O)c2cc(NC(=O)Nc3ccc(F)cc3)ccc2O1	-6%
CNc1ccccc1C(=O)OCC(=O)N1CCc2ccccc2C1	3%

The list itself, previewed entries included:
SMILES	NS5 inhibitors
C[C@@H]1CCCCO[C@H](CN(C)C(=O)Cc2ccccc2)[C@H](C)CN([C@@H](C)CO)C(=O)c2cc(NC(=O)Nc3ccc(F)cc3)ccc2O1	-6%
CNc1ccccc1C(=O)OCC(=O)N1CCc2ccccc2C1	3%
CN(Cc1ccccn1)C(=O)c1cc(COc2ccc(F)cc2Cl)on1	-1%
CC(NC(=O)c1cc(COc2ccc(-n3cncn3)cc2)on1)c1ccc(F)cc1 (centres undefined)	-1%
O=C(CSc1nnc(CNC(=O)c2c(F)cccc2F)o1)NCc1ccc2c(c1)OCO2	6%
CCOC(=O)N(C)C[C@H]1OCc2cn(nn2)CCCC(=O)N([C@H](C)CO)C[C@@H]1C	-5%
CN1CCN(c2nc3cc(N4CCOCC4)ccc3s2)CC1	4%
CC(C)CC1C(=O)N(Cc2cn(CCC3OCCCO3)nn2)CCS(=O)(=O)N1Cc1ccc(-c2ccc(Cl)cc2)cc1 (centres undefined)	-2%
COc1cccc(OC)c1C(=O)N1CCN(Cc2c[nH]c3ccccc23)CC1	-1%
O=C(c1ccc(CS(=O)Cc2ccc(Cl)cc2)o1)N1CCN(C2CCCCC2)CC1 (centres undefined)	-2%
C1=CC2(C=C1)OC21CCC2(C=CC3(C2)OC3C2CCCCC2)CC1 (centres undefined)	-6%
COc1ccc(/C=C/C(=O)OCC(=O)N2c3ccccc3CC2C)cc1 (centres undefined)	2%
CCN(CC)C(=O)C1=C(C)N(CCC2=CCCCC2)C(=O)C(CC(=O)NCc2ccco2)C1 (centres undefined)	2%
NC(=S)NN=Cc1nccc2c(C(F)(F)C(F)(F)C(F)(F)F)cccc12	-2%
CCCNC(=O)N(C)C[C@H]1Oc2ncc(Br)cc2C(=O)N([C@H](C)CO)C[C@H]1C	-2%
CCc1cc(-c2cnnn2CCc2c[nH]c3ccccc23)ccc1-c1cn(CC(C)C)nn1	-4%
C[C@H](CO)N1C[C@H](C)[C@@H](CN(C)S(=O)(=O)c2cn(C)cn2)Oc2cc(Br)ccc2S1(=O)=O	5%
O=C(COC(=O)c1ccc(F)c(S(=O)(=O)N2CCOCC2)c1)Nc1ccc(Cl)cn1	-1%
O=S1(=O)CCN(C2CCCCCCCCCCC2)CC1	-3%
Cc1cccc(NC(=O)C(C)OC(=O)CNC(=O)C2CCCCC2)c1 (centres undefined)	2%
CCOc1ccc(S(=O)(=O)N2CCCC2)c2ccccc12	-5%
c1ccc(NN(Cc2ccncc2)c2ccccc2)cc1	3%
COc1cc(C(=O)NC(=S)NCc2ccncc2)cc(OC)c1OC	-1%
O=C(NCC(=O)N1CCCCCCC1)c1ccc(Cl)c(Cl)c1	-7%
O=C1NC(Cc2ccccc2)c2nc3cc(F)c(F)cc3c(=O)n2-c2ncccc21 (centres undefined)	-2%
C[C@@H]1CN([C@H](C)CO)C(=O)c2cc(-c3ccc(C#N)cc3)cnc2O[C@H]1CN(C)C(=O)c1ccccc1	7%
C[C@H](NC(=O)c1[nH]cnc1C(=O)N[C@@H](C)CO)c1ccccc1	-7%
Cc1c(C(=O)Nc2nccs2)oc2ccccc12	1%
C[C@H](CO)N1C[C@H](C)[C@H](CN(C)S(=O)(=O)c2cccs2)Oc2ncc(-c3cc4ccccc4o3)cc2C1=O	3%
C[C@@H]1CN([C@@H](C)CO)S(=O)(=O)c2ccc(Br)cc2O[C@H]1CN(C)C(=O)c1ccc2c(c1)OCO2	-2%
Cc1ccc([N+](=O)[O-])c(NC(=O)COC(=O)CCNS(=O)(=O)c2cccs2)c1C	1%
CN1OC[C@@H]2CN[C@H](c3cccc(Oc4ccccc4)c3)C[C@@H]21	1%
Cc1ccccc1C1(O)c2ccccc2-c2ccccc21	-4%
Cc1ccccc1NC(=O)C(C)OC(=O)CCC(=O)c1ccccc1 (centres undefined)	-5%
Cc1cccc(-c2ccc3[nH]c4c(c3c2)CCN2C[C@H]3[C@H](C)ON(C)[C@H]3C[C@@H]42)c1	1%
C[C@@H]1CN([C@H](C)CO)C(=O)c2c(c3ccccc3n2C)-c2ccccc2CO[C@H]1CN(C)C(=O)CCC(F)(F)F	0%
COc1cc(NC(=O)CCl)ccc(=O)c1	5%
COc1ccc(S(=O)(=O)N2CCN(C(=O)c3ccc(COc4ccccc4)o3)CC2)cc1	4%
CCOC(=O)C1=C(Nc2ccccc2)CSC1	-5%
O=Nc1c(-c2ccccc2)n(O)[n+]([O-])c1-c1ccccc1	-17%

Already shown: 17 of the compounds above.
SMILES	NS5 inhibitors
CCOc1ccc(S(=O)(=O)N2CCCC2)c2ccccc12	-5%
c1ccc(NN(Cc2ccncc2)c2ccccc2)cc1	3%
COc1cc(C(=O)NC(=S)NCc2ccncc2)cc(OC)c1OC	-1%
O=C(NCC(=O)N1CCCCCCC1)c1ccc(Cl)c(Cl)c1	-7%
O=C1NC(Cc2ccccc2)c2nc3cc(F)c(F)cc3c(=O)n2-c2ncccc21 (centres undefined)	-2%
C[C@@H]1CN([C@H](C)CO)C(=O)c2cc(-c3ccc(C#N)cc3)cnc2O[C@H]1CN(C)C(=O)c1ccccc1	7%
C[C@H](NC(=O)c1[nH]cnc1C(=O)N[C@@H](C)CO)c1ccccc1	-7%
Cc1c(C(=O)Nc2nccs2)oc2ccccc12	1%
C[C@H](CO)N1C[C@H](C)[C@H](CN(C)S(=O)(=O)c2cccs2)Oc2ncc(-c3cc4ccccc4o3)cc2C1=O	3%
C[C@@H]1CN([C@@H](C)CO)S(=O)(=O)c2ccc(Br)cc2O[C@H]1CN(C)C(=O)c1ccc2c(c1)OCO2	-2%
Cc1ccc([N+](=O)[O-])c(NC(=O)COC(=O)CCNS(=O)(=O)c2cccs2)c1C	1%
CN1OC[C@@H]2CN[C@H](c3cccc(Oc4ccccc4)c3)C[C@@H]21	1%
Cc1ccccc1C1(O)c2ccccc2-c2ccccc21	-4%
Cc1ccccc1NC(=O)C(C)OC(=O)CCC(=O)c1ccccc1 (centres undefined)	-5%
Cc1cccc(-c2ccc3[nH]c4c(c3c2)CCN2C[C@H]3[C@H](C)ON(C)[C@H]3C[C@@H]42)c1	1%
C[C@@H]1CN([C@H](C)CO)C(=O)c2c(c3ccccc3n2C)-c2ccccc2CO[C@H]1CN(C)C(=O)CCC(F)(F)F	0%
COc1cc(NC(=O)CCl)ccc(=O)c1	5%

Other compounds.
SMILES	NS5 inhibitors
Cc1ccc(S(=O)(=O)NC(C)C(=O)OCC(=O)Nc2sccc2C(N)=O)cc1 (centres undefined)	-5%
O=C1C=CC(n2cc(F)c(=O)[nH]c2=O)O1 (centres undefined)	11%
CC(=O)c1ccc(NS(=O)(=O)c2cccc3cccnc23)cc1	-4%
CN[C@H]1C[C@H]2c3[nH]c4ccc(-c5cccc(C)c5)cc4c3CCN2C[C@H]1[C@H](C)O	-12%
Nc1ccn([C@@H]2O[C@H](CNCc3ccc(OCC(=O)Nc4nccs4)cc3)[C@@H](O)[C@H]2O)c(=O)n1	-2%
OCC[C@@H]1C[C@H](O)[C@@H](O)[C@@]2(OCc3cc(Cl)ccc32)O1	-11%
O=C(Nc1cccc2c1[nH]c(=O)c1ccccc12)C(F)(F)F	3%
C[C@H](CO)N1C[C@H](C)[C@@H](CN(C)C(=O)c2ccc3ccn(C)c3c2)OCc2cn(nn2)CCCC1=O	4%
COc1cc(CC(=O)N2CCN(S(=O)(=O)c3ccc(C(C)C)cc3)CC2)cc(OC)c1OC	4%
CN(CC(=O)Nc1ccc(Cl)cc1)C(=O)CN1C(=O)C2CCCCC2C1=O (centres undefined)	5%
COc1ccc(CCC(=O)Nc2ccc(S(=O)(=O)NC3=NCCCCC3)cc2)cc1	1%
COc1ccc([C@H]2C[C@@H](O)[C@H](n3cc(COC(=O)c4ccccc4)nn3)CN2C(=O)c2cccs2)cc1	-4%
C[C@H]1CN([C@@H](C)CO)C(=O)CCCn2nncc2CO[C@H]1CN(C)C(=O)c1cc(-c2ccccc2)on1	-6%
CC(=O)Nc1nnc([N+](=O)[O-])s1	-7%
C[C@H]1CN([C@@H](C)CO)C(=O)CCCn2cc(nn2)CO[C@@H]1CN(C)C(=O)CCC(F)(F)F	-3%
O=C(Oc1ccc(-c2nnco2)cc1)c1cc(S(=O)(=O)N2CCOCC2)ccc1F	-29%
CC(=O)Nc1ccc(CC(=O)Nc2ccc3c(c2)OC2(CCCC2)O3)cc1	-7%
CC1C(=O)N(Cc2cn(CCC3OCCO3)nn2)CCS(=O)(=O)N1Cc1ccc(-c2ccncc2)cc1 (centres undefined)	-1%
Nc1ccn([C@@H]2O[C@H](CNCc3ccc(C#CCCO)cc3)[C@@H](O)[C@H]2O)c(=O)n1	-6%
FC(F)(F)c1cnc(NNC(=S)Nc2ccccc2)c(Cl)c1	-1%
COC(=O)C[C@H]1C[C@H]2c3cc(NC(=O)C4CCOCC4)ccc3O[C@H]2[C@@H](CO)O1	-3%
Cc1cn([C@H]2C[C@H](O)[C@@H](CNCc3ccc(CN(C)S(C)(=O)=O)o3)O2)c(=O)[nH]c1=O	3%
COc1ccc(NC(=O)c2nc[nH]c2C(=O)N(C)CCO)cc1	-6%
Cc1ccsc1C(=O)OCC(=O)Nc1cccc(S(=O)(=O)N2CCCCC2)c1	1%
C[C@@H]1CN([C@@H](C)CO)S(=O)(=O)c2ccc(Br)cc2O[C@H]1CN(C)C(=O)CN(C)C	1%
COc1ccc(C#Cc2ccc3c(c2)O[C@H](CN(C)C(C)=O)[C@H](C)CN([C@@H](C)CO)S3(=O)=O)cc1	-13%
CCOC(=O)N1CCN(S(=O)(=O)N2CCCC(C(=O)NCc3cc(OC)ccc3OC)C2)CC1 (centres undefined)	1%
C[C@@H]1CN([C@H](C)CO)C(=O)CCCn2cc(nn2)CO[C@H]1CN(C)C(=O)c1cc(-c2ccccc2)on1	-1%
CCC(=O)N(C)C[C@@H]1Oc2ncc(Br)cc2C(=O)N([C@@H](C)CO)C[C@H]1C	-5%
COc1ccc(S(=O)(=O)N2CCN(C(=O)c3ccccc3Cc3ccccc3)CC2)cc1OC	-3%
Cc1cc(C)c(C(=O)Nc2ccc3c(c2)OCCO3)c(C)c1	9%
Cc1ccn2c(=S)[nH]nc2c1	-14%
CCNC(=O)N1C[C@H]2CON(C)[C@H]2C[C@H]1c1ccccc1Br	-6%
C[C@H]1CN([C@@H](C)CO)S(=O)(=O)c2ccc(C#CC3(O)CCCC3)cc2O[C@@H]1CN(C)C(=O)Cc1cccnc1	-2%
Cc1nc(SCC(=O)N2CCNC2=O)c(C#N)c(C)c1C	-6%
COc1ccc(CN2CCC[C@]3(N[C@H](c4ccc(C(F)(F)F)cc4)[C@@H]4C(=O)N(C)C(=O)[C@@H]43)C2=O)cc1	-1%
NC(=O)N1CCN(CCCN2c3ccccc3Sc3cc(Cl)ccc32)CC1	-1%
C=CCN(CC=C)C(=O)C1c2ccccc2Oc2ccccc21	-2%
CC(C)OC(=O)N(C)C[C@H]1OCc2cn(nn2)CCCC(=O)N([C@H](C)CO)C[C@@H]1C	-6%
Cc1ccc(-c2nc(NCCCN(C)C)c3ccccc3n2)cc1	1%
COc1ccc([C@H]2C[C@H](n3cc(COC(=O)c4ccccc4)nn3)[C@@H](O)CN2C(=O)C2CCCCC2)cc1	-1%
O=C(Nc1ccn(CCCNCCc2ccccn2)c(=O)n1)OCc1ccccc1	3%
CCCCCCn1c(=O)n2n(c1=O)[C@@H]1CN(S(=O)(=O)c3ccc(C)cc3)C[C@]1(O)[C@@H](OC(=O)NCc1ccc(OC)c(OC)c1)C2	-1%
O=C(COC(=O)c1ccc(OC(F)F)cc1)NCC1CCCO1 (centres undefined)	-1%
O=C1OC(c2cccc3c(F)cccc23)c2ccccc21 (centres undefined)	-22%
Cc1noc(C)c1S(=O)(=O)N(C)C[C@H]1OCCCC[C@@H](C)Oc2ccc(NS(=O)(=O)c3cn(C)cn3)cc2C(=O)N([C@H](C)CO)C[C@@H]1C	-2%
COc1ccc(C=C2CS(=O)(=O)CC(=Cc3ccc(OC)cc3)C2=O)cc1	-10%
COc1cc(C2c3cc4c(cc3C3OC(=O)C2C3CO)OCO4)cc(OC)c1OC (centres undefined)	6%
COCCN(C(=O)COC(=O)C1CCCCC1)c1c(N)n(Cc2ccccc2)c(=O)[nH]c1=O	2%
COc1ccc(-c2ccc3[nH]c4c(c3c2)CCN2C(=O)[C@@H]([C@H](C)O)[C@@H](N(C)C(=O)Nc3ccc(F)cc3)C[C@@H]42)cc1	1%
O=C(O)C(=Cc1ccnc2ccccc12)C(=O)O	-6%
C[C@@H]1Cn2cnc(C(=O)N[C@@H](C)C(=O)OC(C)(C)C)c2C(=O)N1	6%
COc1ccc2nc(Cl)c(C=O)c(N3CCOCC3)c2c1	2%
O=C(O)CSC1CC(=O)N(c2ccc(F)cc2)C1=O (centres undefined)	5%
CCN(CC)C(=O)C1=C(C)N(CCC2=CCCCC2)C(=O)C(CC(=O)NCc2cccs2)C1 (centres undefined)	-1%
CC(C)CCN1CCC[C@]2(N[C@H](c3ccc(C(F)(F)F)cc3)[C@@H]3C(=O)N(Cc4ccccc4)C(=O)[C@@H]32)C1=O	-8%
CN1C(=O)c2ccccc2Cc2c(NCc3ccccc3)ncnc21	4%
CCCCCCn1c(=O)n2n(c1=O)C[C@]1(OC(=O)Nc3c(C)noc3C)CN(S(=O)(=O)c3ccc(C)cc3)C[C@]1(O)C2	9%
COC(=O)CC1(C(=O)OC)Nc2cc(Cl)c(Cl)cc2S(=O)(=O)N1O (centres undefined)	-16%
Cc1ccc(S(=O)(=O)Nc2ccc3c(c2)C(=O)N([C@H](C)CO)C[C@H](C)[C@@H](CN(C)C(=O)NC2CCCCC2)OCCCC[C@@H](C)O3)cc1	-3%
More compounds follow.
SMILES	NS5 inhibitors
CCC(C)[C@H](NC(=O)[C@@H]1Cc2ccccc2CN1)C(=O)NCc1ccc(C)cc1 (some centres undefined)	0%
C[C@@H]1CNC(=O)c2c(C(=O)Nc3cccc(Cl)c3)ncn21	2%
CC1C(=O)N(Cc2cn(Cc3ccco3)nn2)CCS(=O)(=O)N1Cc1ccc(-c2ccc(F)cc2)cc1 (centres undefined)	-5%
CCC(=O)N(C)C[C@@H]1Oc2cc(Br)ccc2S(=O)(=O)N([C@@H](C)CO)C[C@@H]1C	3%
